A549 viability: Nrf2 qHTS screen for inhibitors: counterscreen for cytotoxicity; A549 ARE-Fluc cells, CellTiter-Fluor viability, 18-24 h; Potency, µM (top dose mostly 46 µM), for inactives: top-dose activity change, negative = cytotoxicity, hits mostly inhibitors; 0.16% of 390,000 active; also: potency is read from the fitted curve at half-maximal effect; % is scaled to controls: 0 for no effect and ±100 for the full control effect
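Cytotoxicity counterscreen: CellTiter-Fluor fluorescence was measured in A549 ARE_Fluc cells after 18-24 h of compound exposure in a concentration series. The subsequent BugLite luminescent read reports ARE-luciferase activity.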
ATXN viability: Viability Counterscreen for Primary qHTS for Inhibitors of ATXN expression | 0.49% of 400,000 active | AID 651635, 2014 | S2 cells (HEK-293 line with an ATXN2-luciferase reporter) viability, CellTiter-Fluor protease fluorescence, 24 h | Potency, µM (doses to about 56.7 µM), actives largely listed as cytotoxic; also: potency is read from the fitted curve at half-maximal effect; nearly all actives have a fitted effect of over 40% in size
TGFb SMAD3 inh: qHTS for Inhibitors of TGF-b; Potency, µM (highest dose often 46.1 µM), without a hit: at the top dose activity, negative = inhibition, actives largely listed as inhibitors; 1.2% of 410,000 active; HepG2 CAGA-GFP TGF-b/SMAD3 reporter, GFP fluorescence, 18 h; TGF-beta stimulated, 500 pg/mL final; also: potency is read from the fitted curve at half-maximal effect; % is scaled to controls: 0 for no effect and ±100 for the full control effect; nearly all actives have a fitted effect of over 65% in size
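HEPG2 CAGA-GFP reporter cells (1000/well, DMEM with 1% FBS) received compounds, then recombinant TGF-beta at 500 pg/mL final for 18 hours at 37 degrees C. Per-cell GFP summed per well was normalised to unstimulated and stimulated DMSO controls before curve fitting.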
HepG2 viability: qHTS for Inhibitors of TGF-b: Cytotox Counterscreen | HepG2 CAGA-GFP viability, ATP luminescence, 18 h | 0.76% of 410,000 active | AID 588856, 2011 | Potency, µM (titrated, usually from 46.1 µM), for the others: at the highest dose activity change, negative = cytotoxicity, usual class: cytotoxic; also: potency is read from the fitted curve at half-maximal effect; some results filed as inactive show a strong effect at the top dose
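HepG2 CAGA-GFP cells (1000/well, DMEM with 1% FBS) received compound, then TGF-beta at 500 pg/mL final, and were incubated 18 hours at 37 degrees C. Viability was read by CellTiter-Glo luminescence. Media-only wells were set as complete cell-killing and DMSO as no toxicity.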
Nrf2 ARE act: qHTS of Nrf2 Activators; Potency, µM (top dose mostly 46.1 µM), without a hit: top-dose activation, hits mostly activators; AREc32 ARE-luciferase reporter (MCF7-derived line), luminescence, 24 h; 0.31% of 410,000 active; AID 624171, 2012; also: potency is read from the fitted curve at half-maximal effect; % of control where 0% means no effect; nearly all actives have a fitted effect of over 65% in size
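Quantitative high-throughput format: AREc32 reporter cells, 1000 per well, received compound by pin transfer and were incubated 24 hr at 37 deg C, 5% CO2, before Steady-Glo luminescence detection.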
IL1B secr inh: qHTS for Inhibitors of Inflammasome Signaling: IL-1-beta AlphaLISA Primary Screen | THP-1 LPS/ATP IL-1B secretion, AlphaLISA, 16 h; hits give low values | activity change, % at 57.5 µM | 4.7% of 360,000 active | AID 743279, 2014; in the data active = activity change below about -50%; inconclusive = mostly about -30% to -49%; also: % is scaled to controls: 0 for no effect and ±100 for the full control effect
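THP-1 cells pretreated 1 hr with compounds (up to 57.5 uM final), then stimulated with LPS (250 ng/mL final) plus ATP (1.25 mM final); secreted IL-1B measured by AlphaLISA after 16 hr, decreased signal indicating inhibition.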
Nrf2 block: Nrf2 qHTS screen for inhibitors. A549 ARE-Fluc reporter, luciferase luminescence, 18-24 h. Potency, µM (doses to about 46 µM), inactives show top-dose activity change, negative = inhibition, actives largely listed as inhibitors. 2.1% of 360,000 active. AID 504444, 2011; also: potency is read from the fitted curve at half-maximal effect; % is scaled to controls: 0 for no effect and ±100 for the full control effect; nearly all actives have a fitted effect of over 60% in size
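Two sequential reads on A549 ARE_Fluc cells exposed to compound for 18-24 h: a CellTiter-Fluor fluorescence read for viability, then a luciferase luminescence read for Nrf2/ARE activity.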
ATXN2 expr inh: Primary qHTS for Inhibitors of ATXN expression; HEK-293 ATXN2-luciferase reporter, luminescence, 24 h; Potency, µM (highest dose often 57 µM), inactives show top-dose activity change, negative = inhibition, actives largely listed as inhibitors; 0.72% of 360,000 active; also: potency is read from the fitted curve at half-maximal effect; % is scaled to controls: 0 for no effect and ±100 for the full control effect; nearly all actives have a fitted effect of over 55% in size
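ATXN2-luciferase reporter cells (luciferase flanked by upstream and downstream ATXN2 gene portions) were treated 24 h at 37 °C with compounds at up to 57 uM. SteadyGlo luminescence gave expression; GF-AFC fluorescence gave viability.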
MCF10A rerep: A quantitative high throughput screen for small molecules that induce DNA re-replication in MCF 10a normal breast cells | MCF 10A DNA re-replication, Hoechst nuclear intensity, 48 h | Potency, µM (series often up to 46.1 µM), without a hit: at the top dose activity, positive = re-replication, usual class: activators | 2.9% of 350,000 active; also: potency is read from the fitted curve at half-maximal effect; % of control where 0% means no effect; nearly all actives have a fitted effect of over 50% in size
An asterisk follows results filed as active; i = inactive; ? = inconclusive; · = not tested or not shown; [ ] = dose if it differs, or a comment. Unless noted, calls follow the shape of the dose curve; as a rule, active = well fitted curve in the direction sought with a large enough effect; inconclusive = small, poorly fitted or top-dose-only effect, or another doubt; inactive = no such curve, though single readings can be large; an effect the other way counts as inactive or inconclusive.

SMILES | A549 viability | ATXN viability | TGFb SMAD3 inh | HepG2 viability | Nrf2 ARE act | IL1B secr inh | Nrf2 block | ATXN2 expr inh | MCF10A rerep
CCCn1c2ccccc2c2cnn(CC(=O)NCCN(C)C)c(=O)c21 | -1.5% | i | 0.7% | 1.2% | 0.0% | -6.4 | 2.1% | -3.8% | -2.3%
Cc1cc(=O)c2c(O)c(O)ccc2o1 | -5.4% | i | -6.1% | -2.9% | 0.4% | 51.4 | 10.6% | -2.1% | 1.4%
C=CCn1c(SCC)nc(O)cc1=O | 12.5% | i | 6.9% | 3.3% | -0.4% | 14.6 | 25.5% | 14.1% | 2.5%
Cc1noc(NS(=O)(=O)c2ccc(N/C=C\C(=O)c3ccc(F)cc3)cc2)c1C | -11.8% | i | ? | -5.5% | 3.9% | 15.2 | 1.0% | -16.5% | 4.6%
CCOC(=O)c1c(NC(=O)C(=O)N/N=C/c2ccccc2O)sc2c1CCCCC2 | -5.6% | i | 9.2% | -3.1% | 0.3% | 39.5 | 13.7% | ? | -1.1%
O=C(CCN1C(=O)c2ccccc2Sc2ncccc21)Nc1ccc(F)cc1F | -1.8% | · | -12.9% | 6.6% | 0.4% | · | 14.3% | · | ·
COc1ccc(CCC(=O)N2CCN(S(=O)(=O)c3ccc(OC)cc3)CC2)cc1 | 10.9% | i | 30.0% | 4.8% | 0.2% | -11.8 | ? | · | -1.3%
O=C(Nc1ccccc1C(=O)O)c1ccc2c(c1)C(=O)N(c1cccc([N+](=O)[O-])c1)C2=O | 4.7% | i | -7.4% | -12.0% | -0.2% | 12.6 | 11.0% | -19.1% | 3.8%
C[C@@H]1CC=C[C@H]2[C@H]1C(=O)N(Cc1ccccc1)[C@H]2c1ccc(F)c(/C=C/c2ccccc2)c1 | 6.7% | i | ? | -20.6% | -0.3% | 12.8 | 6.2% | -15.1% | -15.9%
CC1CCc2c(sc(NC(=O)CCC(=O)O)c2C(=O)NC2CC2)C1 (stereo unspecified) | -1.6% | i | 7.5% | 10.2% | -0.4% | 3.6 | 8.4% | -0.7% | 0.2%
O=C(Nc1nc(-c2ccccc2)nc2ccccc12)c1ccc(F)cc1 | -5.6% | i | 29.6% | -0.6% | 2.2% | -3.9 | ? | 16.0%[11.3 µM] | 18.4µM*
COc1ccc(C(CNC(=O)c2ccc3c(c2)C(=O)N(CCC(C)C)C3=O)N2CCOCC2)cc1 (stereo unspecified) | 7.5% | i | 15.1% | -26.7% | -0.4% | -18.4 | ? | 1.9% | -5.0%
Cc1ccc(CNC(=O)c2ccc(N3CCC4(CC3)CC(c3ccccc3)=NO4)c(NC(=O)c3ccc(Cl)c([N+](=O)[O-])c3)c2)cc1 | 0.9% | i | 1.7% | -14.0% | -0.5% | 31.4 | -8.6% | -8.3% | 4.6%
CCOC(=O)c1nnc(-c2ccc(C)cc2)nc1Oc1ccccc1Cl | -8.2% | i | ? | -16.9% | 12.2% | ? | · | 7.0% | 2.31µM*
Cc1cc(C)c2c(N)c(C(=O)c3ccccc3Cl)sc2n1 | -11.0% | i | -2.8% | -0.8% | -0.4% | -9.3 | ? | 6.8% | ?
CN1CCN(C(=S)C(=O)Nc2ccccc2)CC1 | -3.9% | i | -0.2% | -2.2% | -0.2% | 20.9 | 3.3% | -4.5% | -2.2%
O=C(c1ccc(COCC(F)(F)F)o1)N1CCCCCC1 | -4.9% | i | 1.9% | 1.0% | -0.8% | 0.0 | 0.9% | 3.7% | -6.8%
COC(=O)[C@@H]1C[C@H]2CC[C@H](O)C[C@H]2N1Cc1ccc(-c2ccccc2)cc1 | 7.2% | i | -1.9% | -77.6% | 0.2% | 0.4 | 5.7% | -10.4% | ?
O=C(CSc1nc2ccccc2c(=O)n1-c1ccc(Cl)cc1)c1ccco1 | 0.8% | i | 19.3% | -1.4% | 2.1% | 13.7 | -5.0% | 0.7% | 4.0%
COc1ccc(NC(=O)CSc2ccc3c(c2)OCCO3)cc1S(N)(=O)=O | 1.0% | i | -0.4% | 2.4% | -0.8% | 18.8 | -4.6% | -13.0% | -29.3%
CCc1cc(Cn2nc(-c3ccccc3)cc2C(=O)NCc2cccc(C(F)(F)F)c2)on1 | ? | i | ? | -37.2% | -1.0% | -14.6 | ? | ? | ?
CCOc1ccc(NC(=O)Cn2nnc(C(=O)NCc3ccccc3OC)c2N)cc1 | -10.6% | i | 0.0% | -14.5% | 0.6% | 17.7 | ? | -5.2% | 1.8%
CCOc1ccccc1NC(=O)COC(=O)COc1cccc2c1OC(C)(C)C2 | · | i | 5.6% | -2.0% | 0.2% | -8.7 | · | · | ·
Cc1nn(C)c(C)c1Nc1ccc(N2C(=O)C3CC=CCC3C2=O)cc1[N+](=O)[O-] (stereo unspecified) | -17.4% | i | 0.0% | 6.0% | 4.8% | 46.7 | 20.6µM* | -15.3% | 1.2%
O=C(/C=C/c1ccccc1F)c1cccc([N+](=O)[O-])c1 | 8.6% | ? | ? | 14.1µM* | ? | -9.1 | 16.2% | · | 20.6µM*
COc1ccc2oc(C(=O)OCC(=O)N(C)C3CCS(=O)(=O)C3)c(C)c2c1 (stereo unspecified) | 1.4% | i | ? | -5.3% | -0.1% | -7.7 | 2.4% | 6.6% | -1.6%
Cc1cc(N2CCN(C(=O)c3ccco3)CC2)n2nc(-c3cccc(F)c3)cc2n1 | -12.3% | i | 11.5% | -0.3% | 3.2% | -23.7 | · | ? | 23.1µM*
COCCCn1cc(CN2CC(N(C)C)CS2(=O)=O)nn1 (stereo unspecified) | · | i | · | · | -0.2% | 21.9 | · | 8.6% | ·
Cc1ccccc1CCNC(=O)C1CCN(c2nc3ccccc3nc2C(F)(F)F)CC1 | -11.9% | i | -5.8% | -5.1% | -0.5% | · | ? | -1.0% | ·
CCCNC(=O)N1CCC(Cc2ccccc2)CC1 | 0.1% | i | -1.7% | 1.1% | -0.5% | -20.8 | -8.3% | 5.7% | -7.9%
COc1ccc(Cl)cc1NC(=O)c1cn(C2CCCC2)c(=O)c2c1c1ccccc1n2C | 1.9% | · | -4.2% | -8.5% | 0.6% | · | 53.3% | · | ·
COc1ccc(C(=O)NCC(C)(c2ccccc2)c2ccccc2)cc1S(=O)(=O)N1CCOCC1 | -7.4% | i | -0.1% | -8.0% | 3.2% | 1.0 | -3.6% | -14.6% | 15.4%
Cn1cnc2c(=O)oc3ccc(S(=O)(=O)N4CCN(c5cccc(Cl)c5)CC4)cc3c21 | 4.7% | i | 2.3% | 0.6% | 0.5% | · | 6.6% | 3.5% | ·
CCc1cccc(-n2nnc(-c3nsc(NC(=O)c4ccc(C)cc4)n3)c2C)c1 | -4.2% | · | ? | -14.9% | 6.2% | · | ? | · | ·
CC(C)CC(=O)Nc1c2c(nn1-c1ccc(F)cc1)CS(=O)C2 (stereo unspecified) | -2.7% | i | -2.5% | -0.1% | 0.2% | 6.2 | -0.2% | 9.0% | -4.5%
O=C(CCCN1CCC(c2ccccc2)C1)c1ccc2c(c1)OCCO2 (stereo unspecified) | 14.1% | i | -2.6% | -43.1% | 0.3% | ? | 3.5% | -25.5% | 6.4%
Cc1ccc(-c2noc(CCC(=O)NCCN3CCN(Cc4ccccc4)CC3)n2)cc1 | -1.1% | i | 22.5% | 1.26µM* | -0.6% | -29.5 | · | -23.8% | 5.8%
CCC(C)NC(=O)c1cc(OC)c(OC)c(OC)c1 (stereo unspecified) | 0.9% | i | 2.2% | -3.3% | -0.1% | -11.5 | · | 5.8% | 14.2%
COc1ccc(CCC(C)N2CCC(Oc3ccc(C(=O)N4CCCC4)cc3)CC2)cc1 (stereo unspecified) | -17.1% | i | ? | 62.0% | 3.6% | -16.3 | 26.9% | -6.7% | 23.5%
O=C(CSc1ccccc1F)Nc1ccc(N2CCOCC2)cc1 | -1.4% | i | -8.5% | -42.8% | 2.9% | -3.1 | 1.7% | 19.6% | -1.1%

Profiles, looked up by structure. Values in the order: A549 viability | ATXN viability | TGFb SMAD3 inh | HepG2 viability | Nrf2 ARE act | IL1B secr inh | Nrf2 block | ATXN2 expr inh | MCF10A rerep
Cc1nn(C)c(C)c1Nc1ccc(N2C(=O)C3CC=CCC3C2=O)cc1[N+](=O)[O-] (stereo unspecified) in the list: -17.4% | i | 0.0% | 6.0% | 4.8% | 46.7 | 20.6µM* | -15.3% | 1.2%
CC(C)CC(=O)Nc1c2c(nn1-c1ccc(F)cc1)CS(=O)C2 (stereo unspecified) in the list: -2.7% | i | -2.5% | -0.1% | 0.2% | 6.2 | -0.2% | 9.0% | -4.5%
O=C(CCCN1CCC(c2ccccc2)C1)c1ccc2c(c1)OCCO2 (stereo unspecified) in the list: 14.1% | i | -2.6% | -43.1% | 0.3% | ? | 3.5% | -25.5% | 6.4%
Cn1cnc2c(=O)oc3ccc(S(=O)(=O)N4CCN(c5cccc(Cl)c5)CC4)cc3c21 in the list: 4.7% | i | 2.3% | 0.6% | 0.5% | · | 6.6% | 3.5% | ·

(cont.)
SMILES | A549 viability | ATXN viability | TGFb SMAD3 inh | HepG2 viability | Nrf2 ARE act | IL1B secr inh | Nrf2 block | ATXN2 expr inh | MCF10A rerep
O=C(O)Cn1c(=O)c2c(c3ccccc31)CCC2 | -6.5% | i | 5.7% | -10.2% | 0.1% | 32.7 | -20.9% | 18.5% | 1.8%
COc1ccccc1OCC(=O)NCC1(N(C)C)CCCCC1 | 7.0% | i | -6.6% | -27.4% | -0.6% | · | 14.4% | 13.4% | ·
Cc1ccc(C(C(=O)NC2CCCC2)N(Cc2ccc3c(c2)OCO3)C(=O)Cc2cccs2)cc1 (stereo unspecified) | -12.3% | i | ? | -33.6% | 0.3% | -0.5 | -26.6% | 5.1% | ?
CCc1ccccc1NC(=O)c1cnc2scc(C)n2c1=O | -1.1% | i | -4.6% | -15.6% | 4.3% | 21.0 | ? | 13.2% | 7.9%
